MgcRacGAP inhibition: MgcRacGAP GTPase-activating activity inhibitors, confirmation, biochemical, ADP Hunter fluorescence | MgcRacGAP-stimulated Rac1 GTP hydrolysis, ADP Hunter fluorescence; higher % means a stronger effect; GST-tagged Rac1 F28L mutant substrate | one-dose inhibition, % at 30 µM; IC50 in µM for titrated hits | 0.6% of 340,000 active | AID 624330;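 active means first-screen hits whose inhibition reached a set limit at any dose in the follow-up dose series; inconclusive means inhibition above the set first-screen limit but never retested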;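 further: fluorescence reports GDP produced by GAP-driven GTP hydrolysis; strong numbers were not always called active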
GPR55 antagonists: GPR55 antagonists blocking LPI-driven arrestin recruitment, primary screen, imaging, U2OS, beta-arrestin-GFP, LPI agonist (AID 2013) | U2OS GPR55 beta-arrestin-GFP translocation imaging, LPI antagonism; higher % means a stronger effect | one-dose inhibition, % at 10 µM; IC50 in µM for titrated hits | 0.13% of 290,000 active;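 active means spots per cell inhibited over 60%, with over 100 cells counted and total cytoplasm intensity under 500,000; inconclusive means wells with under 100 cells, flagged as likely toxic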;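 further: U2OS cells stably carrying GPR55 and arrestin-GFP stimulated by 5 µM LPI near EC80; imaged beta-arrestin-GFP aggregate spots per cell after agonist stimulation; plate controls were LPI-stimulated DMSO wells for no effect and DMSO wells without LPI for full effect; some results filed as inactive read as strong as hits; confirmed hits need IC50 under 10 µM and bright autofluorescent wells are also inconclusive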
SV40 large T antigen: SV40 large T antigen inhibitors, biochemical (AID 1903); SV40 large T antigen ATPase/helicase inhibition assay; higher % means a stronger effect; one-dose inhibition, % at 20 µM; IC50 in µM for titrated hits; 0.39% of 310,000 active; in the data active means a potency from the dose series; inconclusive means inhibition mostly from about 32% at the one dose, without a potency; inactive means the rest, 99 in 100 with inhibition below about 32%; further: strong numbers were not always called active
Salmonella PhoP GFP: inhibitors of PhoP regulon expression, primary screen, Salmonella Typhimurium, GFP reporter (AID 1863) | S. Typhimurium PhoP-regulated promoter GFP reporter, 4 h; higher % means a stronger effect | one-dose inhibition, % at 50 µM; IC50 in µM for titrated hits | 0.16% of 300,000 active;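 active means inhibition over 29.93%, a cutoff 3 SD above the screen mean, later confirmed by dose response; inconclusive means inhibition over 29.93% but no dose response follow-up; inactive means inhibition at most 29.93% or unconfirmed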;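 further: 0% = low Mg2+ inducing control and 100% = high Mg2+ repressing control; strong numbers were not always called active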
GPR35 arrestin U2OS: inhibition of zaprinast-stimulated GPR35 beta-arrestin translocation – imaging, U2OS, beta-arrestin-GFP, zaprinast agonist, primary screen (AID 2058). 0.052% of 290,000 active. U2OS GPR35 beta-arrestin-GFP translocation imaging, zaprinast antagonism; higher % means a stronger effect. inhibition, % at 10 µM; hits with a dose series show IC50 in µM;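 active means inhibition of at least 50% with at least 30 cells and total cytoplasm GFP at most 10,000,000; inconclusive means under 30 cells or total GFP of 10,000,000 plus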
RSV CPE inhibition: inhibition of RSV-induced cytopathic effect – HEp-2 cells, primary 10 µM value included (AID 2391). HEp-2 cells, RSV-induced CPE inhibition; higher % means a stronger effect. one-dose CPE inhibition, % at 10 µM; IC50 in µM for titrated hits. 0.13% of 310,000 active; in the data active means a potency from the dose series; inconclusive means CPE inhibition mostly from about 23% at the one dose, without a potency; inactive means the rest, 99 in 100 with CPE inhibition below about 21%; further: strong numbers were not always called active
NS5 inhibitors: flavivirus cap methylation enzyme inhibition – biochemical, confirmation dose response, primary screen (AID 588689). Dengue-2 NS5 methyltransferase capping enzyme assay, biochemical; higher % means a stronger effect. one-dose inhibition, % at 25 µM; IC50 in µM for titrated hits. 0.3% of 340,000 active; in the data active means a potency from the dose series; inconclusive means inhibition above about 29% without an active follow-up result
HIV peptide binding: inhibitors of HIV fusion peptide binding, primary screen, biochemical, uHTS, fluorescence dequenching (AID 1986); inhibition, % at 20 µM, or IC50 in µM where a hit was titrated; 0.3% of 290,000 active; cell-free peptide binding, fluorescence dequenching, 30 min; higher % means a stronger effect; in the data active means inhibition mostly above about 52%, no sharp cut-off; inactive means mostly below about 76%; further: some results filed as inactive read as strong as hits
UTI89 phage lysis: inhibition of K1F phage lysis, E. coli UTI89, bacterial capsule biogenesis inhibitors, alamar blue (AID 488966); E. coli UTI89 K1F phage lysis, alamar blue, 2 h; higher % means a stronger effect; inhibition, % at 100 µM, or IC50 in µM where a hit was titrated; 0.02% of 340,000 active;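 active means phage lysis inhibition, versus mean bacterial control, above a set limit; inconclusive means no clear call, values can overlap the other calls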;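 further: capsule biogenesis inhibitors block K1F phage lysis so surviving cells raise fluorescence; higher fluorescence means more inhibition of phage lysis; actives were called in the ten point dose series up to 300 µM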
NS5 inhibitors pilot replicate: also measured in NS5 inhibitors; calls as there; inhibition, %; measured here: pilot screen replicate inhibition
Starred values were filed as active, the others as inactive; ? = inconclusive; / = not tested or not shown; & = joins results of further samples; [ ] = dose if it differs, or a comment.

SMILES | MgcRacGAP inhibition | GPR55 antagonists | SV40 large T antigen | Salmonella PhoP GFP | GPR35 arrestin U2OS | RSV CPE inhibition | NS5 inhibitors | HIV peptide binding | UTI89 phage lysis | others
O=C1CN2CCC1C/C2=C\c1ccnc2c(Cl)cccc12 (centres undefined) | 11% | 7% | 5% | 2% | -2% | 2.9% | -3% | 0.6% | 0.1%
C/C(=N/O)c1ccc(N2C(=O)C3C4C=CC(C3C2=O)C2C3C(=O)N(c5ccc(/C(C)=N/O)cc5)C(=O)C3C42)cc1 (centres undefined) | / | -2% | -4% | -7% | 7% | 0.6% | / | 0.6% | /
Fc1ccc(NC(=S)N2CCc3ccccc3C2)c(F)c1 | 7% | 7% | 16% | 4% | 16% | 2.9% | -2% | -1.3% | 0.6%
CCC(=O)N(CCc1ccccc1)Cc1cc2cc3c(cc2[nH]c1=O)OCO3 | 9% | 10% | 2% | -1% | 15% | 0.0% | 6% | -0.7% | 5.6%
CCCCCC1CC(CC(C)C(=O)Nc2nncs2)C(=O)O1 (centres undefined) | 5% | 1% | 9% | -15% | -2% | 0.0% | -6% | 1.2% | 0.3%
C=C(C)C1Cc2c(C)nn(-c3nc(C)cc(C)n3)c2C1 (centres undefined) | 4% | 1% | 2% | 8% | -5% | 0.3% | 1% | 0.5% | -0.6%
Cc1ccc(-c2nn3c(C)nnc3s2)cc1NC(=O)c1cccnc1 | 10% | -1% | 8% | 5% | 2% | 1.8% | -5% | 0.4% | 0.3%
CCCCCCCCCCC(=O)Nc1cccnc1 | / | 2% | 16% | -5% | 5% | -0.2% | / | 1.3% | /
COc1cccc(-n2c(SCC(=O)Nc3sc4c(c3C(N)=O)CCC4)nc3ccccc3c2=O)c1 | 4% | -8% | 6% | 9% | -10% | 3.9% | 1% | 2.6% | 2.8%
CC(C)(Cc1ccccc1)/[N+]([O-])=C\c1ccc(C(F)(F)F)cc1 | 8% | / | 7% | 0% | / | 3.1% | 7% | / | 4.4%
O=C(c1ccco1)N1CCN(C(=O)c2cc(=O)[nH]c3ccccc23)CC1 | 1% | / | / | / | / | 2.5% | 0% | / | 0.5%[50 µM]
CCn1cc(S(=O)(=O)Nc2ccccc2C(F)(F)F)cn1 | -9% | 6% | 0% | 8% | 7% | -0.9% | / | 1.7% | -0.3%
CC/C(=N\NC(=O)CSCc1ccccc1Br)c1ccc2c(c1)OCCO2 | 9% | 4% | 7% | 5% | 3% | 3.7% | 0% | -1.2% | 0.1%
CS(=O)(=O)c1ccc(Cl)c(NC(=O)C2CC(=O)N(Cc3ccco3)C2)c1 (centres undefined) | 10% | / | 6% | 1% | / | 0.2% | -8% | / | 0.7%[50 µM]
Cc1ccccc1-c1nc(CS(=O)CC(=O)NCc2ccccc2)c(C)o1 (centres undefined) | 0% | -4% | 3% | 0% | 13% | 2.3% | -1% | 0.5% | 0.1%
CCOc1ccc(-c2ncncc2-c2ccc(OC)c(OC)c2)c(O)c1 | / | -4% | 4% | 8% | 4% | 2.1% | 2% | 0.8% | -0.1%
COc1ccc(-c2[nH]c(-c3ccccc3)nc2SCC(=O)NC2CCCC2)cc1 | 8% | -3% | -7% | 16% | 0% | 3.0% | -3% | -2.2% | 2.9%
Cc1ccc(O/C=C2\OC(=O)c3ccccc32)cc1 | 4% | 4% | -4% | 7% | 3% | 1.2% | -11% | -0.8% | 0.1%
Cc1cccc(C(=O)N2CCN(c3ccc([N+](=O)[O-])c(NCc4ccco4)c3)CC2)c1 | 9% | -3% | 0% | -5% | 15% | ? | -7% | 2.0% | 0.4%
Cc1cc(Cl)c(S(=O)(=O)N2CCCC2)cc1OCC(N)=O | -23% | 5% | 13% | -2% | -22% | 1.7% | -8% | -2.0% | -1.0%
O=C(/C=C/c1ccccc1)Nc1nnc(SCC(=O)c2ccc3ccccc3c2)s1 | 7% | 0% | 11% | -17% | -4% | 5.6% | -5% | 0.6% | 0.4%
COc1ccc(C(C(=O)NC2CCCC2)N(Cc2ccc(F)cc2)C(=O)c2ccn[nH]2)cc1OC (centres undefined) | 0% | 19% | 3% | -11% | 9% | -0.6% | -3% | -2.8% | 4.1%
COc1ccc(-n2c(C)cc(/C=C/c3nc(O)c([N+](=O)[O-])c(=O)[nH]3)c2C)cc1 | / | 6% | 18% | -5% | -4% | 0.1% | / | 40% | /
CCC(C)(C)n1nnnc1C(c1ccccc1F)N1CCC(C(N)=O)CC1 (centres undefined) | 1% | -1% | 9% | 10% | 1% | -0.1% | 6% | -3.4% | 0.3%
COc1cc(OC)c(NC(=O)N2CCOCC2)cc1Cl | 22% | 0% | 12% | -5% | -10% | 1.5% | 0% | 0.6% | 1.9%
CCC[N+](CC#Cc1ccccc1)(CCC)CC(=O)c1ccc(Cl)cc1 | 10% | -2% | 3% | -1% | -1% | 3.5% | 3% | -0.3% | 2.4%[50 µM]
COc1cccc(C(=O)Nc2ccc(S(=O)(=O)NCc3ccco3)cc2)c1 | 10% | 1% | 5% | -11% | -10% | 1.0% | -9% | -2.8% | 0.6% | NS5 inhibitors pilot replicate=-0.9
Cc1ccnc(NS(=O)(=O)c2ccc(NC(=O)/C=C/c3ccccc3)cc2)n1 | 10% | 13% | / | -5% | -12% | 0.5% | -3% | 2.9% | 0.2%
COc1cc(C2C(C#N)=C(N)Oc3cc(C)oc(=O)c32)cc(OC)c1OC (centres undefined) | 11% | -5% | 13% | -8% | 12% | 3.0% | -2% | -0.5% | -0.1%
CCc1ccc(C(=O)Cn2cnc3cc([N+](=O)[O-])ccc3c2=O)cc1 | 3% | 5% | 15% | 0% | 8% | 22% | -5% | -0.3% | -0.7%[50 µM]
O=C1C=C(c2ccc(F)c(Cl)c2)C[C@@H](c2ccc(F)cc2)C1 | 12% | / | / | / | / | 2.4% | -4% | / | 0.3%
CCCN(Cc1cc2cc(OC)ccc2[nH]c1=O)C(=O)c1ccncc1 | 13% | -10% | 24% | -4% | 6% | 3.0% | -4% | -0.7% | 0.6%
COc1ccc(-n2c(N)c(C(=O)NCc3ccco3)c3nc4ccccc4nc32)c(OC)c1 | 15% | -2% | 10% | -11% | -6% | -1.9% | 1% | 5.3% | 2.4%
CC1Cc2nc(SCC(=O)NCC3CCCO3)n(C)c(=O)c2S1 (centres undefined) | 4% | 7% | 9% | -7% | 0% | 1.5% | 2% | 0.7% | 0.0%
CSc1ccccc1NC(=O)c1ccc(C)o1 | -1% | -7% | 12% | 13% | 4% | -0.5% | -2% | -3.0% | -0.1%
CC(=O)Nc1nc(C)c(-c2csc(Nc3ccccn3)n2)s1 | 12%&8% | 12%&12% | 15%&4% | -3%&-4% | -8%&-13% | 20%&4.6% | -3%&-7% | 0.4%&0.3% | 0.4%[50 µM]

Of the compounds above, these contain two or more sulfur atoms:
SMILES | MgcRacGAP inhibition | GPR55 antagonists | SV40 large T antigen | Salmonella PhoP GFP | GPR35 arrestin U2OS | RSV CPE inhibition | NS5 inhibitors | HIV peptide binding | UTI89 phage lysis | others
COc1cccc(-n2c(SCC(=O)Nc3sc4c(c3C(N)=O)CCC4)nc3ccccc3c2=O)c1 | 4% | -8% | 6% | 9% | -10% | 3.9% | 1% | 2.6% | 2.8%
O=C(/C=C/c1ccccc1)Nc1nnc(SCC(=O)c2ccc3ccccc3c2)s1 | 7% | 0% | 11% | -17% | -4% | 5.6% | -5% | 0.6% | 0.4%
CC1Cc2nc(SCC(=O)NCC3CCCO3)n(C)c(=O)c2S1 (centres undefined) | 4% | 7% | 9% | -7% | 0% | 1.5% | 2% | 0.7% | 0.0%
CC(=O)Nc1nc(C)c(-c2csc(Nc3ccccn3)n2)s1 | 12%&8% | 12%&12% | 15%&4% | -3%&-4% | -8%&-13% | 20%&4.6% | -3%&-7% | 0.4%&0.3% | 0.4%[50 µM]

(further entries)
SMILES | MgcRacGAP inhibition | GPR55 antagonists | SV40 large T antigen | Salmonella PhoP GFP | GPR35 arrestin U2OS | RSV CPE inhibition | NS5 inhibitors | HIV peptide binding | UTI89 phage lysis | others
CNC(=O)/C(C#N)=C/c1c(F)cccc1Cl | -3% | 19% | 7% | 7% | -4% | 1.7% | -15% | 0.0% | -0.2%
Cc1nnc(C)n1/N=C/C=C/c1ccccc1 | 1% | -3% | 1% | -4% | 16% | 0.1% | -8% | 0.7% | 0.3%
CCOc1ccccc1N(CC(=O)OC)S(=O)(=O)c1ccccc1 | 15% | -5% | -3% | 7% | 11% | 0.6% | 1% | -1.8% | 0.1%
O=C(COC(=O)C1CCCCC1C(=O)N1CCc2ccccc21)NCc1ccco1 (centres undefined) | 7% | 4% | 10% | -3% | 9% | 7.0% | -8% | -1.8% | -1.0%
Clc1ccc(SCCOCCN2CCOCC2)cc1 | ? | 4% | 9% | 6% | -7% | 0.5% | -2% | 2.4% | -1.1%
COc1cc(NC(=O)N2CCNC2=O)cc(C(=O)Nc2cccc(C(F)(F)F)c2)c1 | 4% | 3% | 12% | 6% | -16% | -0.3% | 8% | 1.9% | 11%
Cc1ccc(C(=O)CCC(=O)OCC(=O)Nc2ccccc2SCC#N)cc1 | 1% | / | / | / | / | -0.7% | -3% | / | 0.6%[50 µM]
COc1ccc(S(=O)(=O)NC2CCN(Cc3ccccc3)CC2)cc1NC(C)=O | 2% | / | / | / | / | 0.4% | 0% | / | 0.3%[50 µM]
COc1cc(C)c(S(=O)(=O)N2CCN=C2c2ccccc2)cc1C | 2% | 10% | 2% | -1% | -19% | -0.7% | 5% | -0.6% | 0.6%

4 successive entries out of the list so far, for reference:
SMILES | MgcRacGAP inhibition | GPR55 antagonists | SV40 large T antigen | Salmonella PhoP GFP | GPR35 arrestin U2OS | RSV CPE inhibition | NS5 inhibitors | HIV peptide binding | UTI89 phage lysis | others
O=C(c1ccco1)N1CCN(C(=O)c2cc(=O)[nH]c3ccccc23)CC1 | 1% | / | / | / | / | 2.5% | 0% | / | 0.5%[50 µM]
CCn1cc(S(=O)(=O)Nc2ccccc2C(F)(F)F)cn1 | -9% | 6% | 0% | 8% | 7% | -0.9% | / | 1.7% | -0.3%
CC/C(=N\NC(=O)CSCc1ccccc1Br)c1ccc2c(c1)OCCO2 | 9% | 4% | 7% | 5% | 3% | 3.7% | 0% | -1.2% | 0.1%
CS(=O)(=O)c1ccc(Cl)c(NC(=O)C2CC(=O)N(Cc3ccco3)C2)c1 (centres undefined) | 10% | / | 6% | 1% | / | 0.2% | -8% | / | 0.7%[50 µM]

Compound activity deposited in PubChem BioAssay by several laboratories.
